Screening results from PubChem BioAssay.
TRPC6 inh = mouse TRPC6 channel inhibitors, primary screen, cell-based, HEK293, membrane potential dye; ACh-evoked depolarization; hits give low values; 310,000 compounds, 1.1% hits; B-score at 10 µM;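 active = B-score under library mean minus 3 SD, initial fluorescence not abnormally high, positive integrated signal ratio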;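 note: B-score derived from integrated fluorescence ratio over the kinetic read; more negative B-score means stronger inhibition of depolarization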
MrgX1 antagonist = antagonists of human MrgX1 receptor, primary screen, HEK293 cells, Fluo-4 calcium flux; BAM8-22 antagonism; hits give low values; B-score at 10 µM; 310,000 compounds, 1.3% hits; Mas-related G-protein coupled receptor member X1 (Homo sapiens), Q96LB2;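 active = calcium-response B-score plate-corrected more than 3 library SD below zero, starting fluorescence within 5 deviations, no agonist response on first addition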;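 note: peak minus trough fluorescence over baseline after final BAM8-22 challenge near maximal dose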
Target sequence (Q96LB2 whole entry, looked up): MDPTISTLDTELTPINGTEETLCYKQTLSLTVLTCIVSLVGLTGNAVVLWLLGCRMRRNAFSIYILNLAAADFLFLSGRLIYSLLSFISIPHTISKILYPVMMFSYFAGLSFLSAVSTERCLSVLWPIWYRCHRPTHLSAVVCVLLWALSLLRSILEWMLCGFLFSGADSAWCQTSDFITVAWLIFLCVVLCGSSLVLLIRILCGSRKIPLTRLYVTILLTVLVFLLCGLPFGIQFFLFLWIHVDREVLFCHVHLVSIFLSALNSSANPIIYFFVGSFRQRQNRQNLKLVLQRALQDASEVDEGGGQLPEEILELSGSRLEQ
HDAC3 inhib = HDAC3 deacetylase inhibitors, primary screen, biochemical, fluorescence, cell-free homogeneous. inhibition, % at 8.3 µM. AID 2718, 2010. 320,000 compounds, 0.15% hits. recombinant HDAC3, fluorogenic peptide/trypsin coupled. Histone deacetylase 3 (Homo sapiens), O15379; in the data active = inhibition above about 26%, passing the limit was not always enough; inconclusive = no clear call, values can overlap the other calls
Target sequence (O15379 whole entry, looked up): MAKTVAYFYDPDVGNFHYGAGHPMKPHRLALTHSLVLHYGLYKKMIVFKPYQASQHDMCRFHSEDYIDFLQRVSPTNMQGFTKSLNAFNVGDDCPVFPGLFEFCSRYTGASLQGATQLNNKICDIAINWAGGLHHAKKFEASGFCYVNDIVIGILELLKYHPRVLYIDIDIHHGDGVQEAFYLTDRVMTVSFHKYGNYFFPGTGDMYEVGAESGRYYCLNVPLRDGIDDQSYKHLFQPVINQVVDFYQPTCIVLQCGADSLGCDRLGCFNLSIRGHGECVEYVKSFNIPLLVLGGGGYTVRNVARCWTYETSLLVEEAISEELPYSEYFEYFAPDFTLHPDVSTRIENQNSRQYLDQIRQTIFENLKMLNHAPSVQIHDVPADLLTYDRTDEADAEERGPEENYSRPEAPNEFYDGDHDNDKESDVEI
TRPC6 act = mouse TRPC6 channel activators, primary screen, cell-based, HEK293, membrane potential dye; HEK293-TRPC6 membrane potential dye fluorescence; hits give high values; B-score at 10 µM; 310,000 compounds, 0.13% hits; AID 2550, 2010;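 active = B-score of the integrated fluorescence ratio above library mean plus 3 SD, and starting fluorescence ratio within library mean plus 5 SD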;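 note: higher score means more depolarization so channel activation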
MrgX1 agonist = agonists of human MrgX1 receptor, primary screen, HEK293 cells, Fluo-4 calcium flux. Mas-related G-protein coupled receptor member X1 (Homo sapiens), Q96LB2. Fluo-4 calcium fluorescence, agonist mode; hits give high values. B-score at 10 µM. 310,000 compounds, 0.44% hits;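 active = calcium response B-score plate-corrected fluorescence ratio at least 3 library SD, with starting fluorescence B-score inside 5 SD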
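Assay system: stable human MrgX1 HEK293 cell line. Quantity: 15,000 cells per well. Schedule: cells plated overnight, dye loaded 0.5 h 37 °C, 0.5 h room temperature. Detection: Fluo-4 NW calcium-flux fluorescence, kinetic read. Read-out basis: peak-minus-minimum fluorescence over baseline, converted to B scores. Control set: positive and negative control wells on each plate.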
SKKanGAS inh = S. pyogenes SKKanGAS growth inhibitors in kanamycin, primary screen, streptokinase expression inhibitor project, SKKanGAS strain, BacTiter-Glo luminescence; 6 h; inhibition, % at 7.5 µM; 300,000 compounds, 1.3% hits;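 active = mean replicate score, as percent of positive control median, at least 50; inconclusive = mean below 50 but one replicate at or above 50; inactive = mean and every replicate below 50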;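 note: strain carries kanamycin resistance gene driven by streptokinase promoter and grows in 40 µg/ml kanamycin; loss of luminescence reflects streptokinase promoter inhibition or plain growth inhibition; 0% = median of DMSO wells and 100% = positive control at its reference dose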
RGS4 block = RGS4 inhibitors, primary screen, cell-based, HEK293 M3R inducible RGS4, calcium flux | Regulator of G-protein signaling 4 (Homo sapiens), P49798 | Fluo-4 calcium flux; hits give high values; triggered by carbachol at its EC20 | B-score at 10 µM | 310,000 compounds, 0.45% hits | AID 463165, 2010;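 active = B-score, a plate-corrected calcium signal, over three deviations above library mean, with baseline fluorescence within five deviations of library mean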;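 note: RGS4 expression induced by doxycycline in cells with stable M3 receptor; B-score is computed from the integrated fluorescence ratio over baseline after carbachol; higher B-score means a larger calcium signal and so more RGS4 inhibition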
Target sequence (P49798 whole entry, looked up): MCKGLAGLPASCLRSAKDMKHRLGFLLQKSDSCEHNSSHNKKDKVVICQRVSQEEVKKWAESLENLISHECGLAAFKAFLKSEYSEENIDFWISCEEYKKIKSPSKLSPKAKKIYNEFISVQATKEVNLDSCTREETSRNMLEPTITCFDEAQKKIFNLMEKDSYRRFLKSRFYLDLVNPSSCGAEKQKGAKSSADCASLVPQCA
MrgX1 allo act = positive allosteric modulators of MrgX1, primary screen, HEK293 cells, Fluo-4 calcium flux; Mas-related G-protein coupled receptor member X1 (Homo sapiens), Q96LB2; FDSS; hits give high values; B-score at 10 µM; 310,000 compounds, 0.63% hits;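 active = plate-corrected calcium response at least 3 library SD above typical, normal starting fluorescence, not activating the receptor alone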;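 note: compound read alongside a low EC10 to EC30 dose of BAM8-22 agonist; peak minus trough fluorescence over baseline measured at the second addition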
ANO1 activ = TMEM16A chloride channel activators or potentiators, primary screen, cell-based, HTS; B-score at 10 µM; HEK293 TMEM16A/YFP-H148Q/I152L, iodide quench fluorescence; hits give low values; AID 623877, 2012; Anoctamin-1 (Mus musculus), Q8BHY3; 340,000 compounds, 0.3% hits;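 active = fluorescence-ratio B-score plate-corrected deviation score at least 3 library SD below zero, with starting fluorescence score within 5 deviations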;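 note: channel opened by trigger with iodide after compound preincubation; score built on the fluorescence ratio of max minus min over baseline; more negative score means more quench and so TMEM16A activation or potentiation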
RGS4 act = RGS4 potentiators or activators, primary screen, cell-based, HEK293 M3R inducible RGS4, calcium flux; carbachol calcium flux Fluo4; hits give low values; B-score at 10 µM; 310,000 compounds, 0.92% hits;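 active = B-score of the integrated calcium signal more than 4 SD below the library mean, with starting fluorescence not abnormally high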;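 note: negative B-score means reduced calcium response which marks RGS4 activation or potentiation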
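test system = HEK293 cells with stable M3R and inducible RGS4 | schedule = recording 10 s baseline at 1 Hz, 100 s post-agonist | technique = Fluo4-AM (2 µM) calcium-flux fluorescence, kinetic read | measure = Agonist-evoked peak-minus-minimum fluorescence over baseline, integrated ratio, B score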
TMEM16A inh = TMEM16A chloride channel inhibitors, primary screen, cell-based, HTS; normalized B-score (activity score, 25-100; higher = stronger inhibition) at 10 µM; Anoctamin-1 (Mus musculus), Q8BHY3; 310,000 compounds, 1.2% hits; AID 588511, 2011; HEK293 TMEM16A/YFP iodide influx fluorescence, ionomycin;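 active = ratio plate-corrected score three or more library SD toward inhibition, starting fluorescence score within five deviations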;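 note: score derived from kinetic fluorescence span divided by baseline fluorescence per well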
* marks the source's active call; other numbers are inactive results; i = inactive; u = inconclusive; x = no result given. This is a random part of the collection. About 6.7% of those tested had a hit in this group.

compound	RGS4 act	SKKanGAS inh	TRPC6 inh	TMEM16A inh	MrgX1 allo act	ANO1 activ	RGS4 block	HDAC3 inhib	MrgX1 agonist	MrgX1 antagonist	TRPC6 act
CCc1noc(C)c1C(=O)NC1CCCc2c1cnn2-c1ccc(C(C)(C)C)cc1 (stereo not drawn)	i	5.6	i	i	i	i	i	-4.0	i	i	i
CCOC(=O)C(=O)N/N=C(/c1ccccc1)c1ccc(OC)cc1	i	4.6	i	i	i	i	i	0.5	i	i	i
COc1ccc(C2/C=C\CN(S(=O)(=O)c3ccc(C)cc3)[C@H](Cc3ccccc3)C(=O)N2Cc2ccc(F)cc2)cc1 (stereo partly drawn)	i	1.0	i	i	i	i	i	-5.7	i	i	i
CCOC(=O)/C(C#N)=C/c1c(Oc2cc(C)cc(C)c2)nc2ccccn2c1=O	i	2.6	i	i	i	i	i	-0.4	i	i	i
O=C(Nc1ccc(F)cc1)C1C2CCC3C(CCC21)C3(Cl)Cl (stereo not drawn)	i	6.5	i	i	9.37*	i	i	3.5	i	i	i
CCn1c(=O)n(CC)c2cc(N3CCCC3)c(NC(=O)c3ccccc3C)cc21	i	-3.0	i	i	i	i	i	5.1	i	i	i
O=c1[nH]c(=O)n(-c2cc(Br)c(O)c(Br)c2)cc1Br	i	0.9	i	i	i	i	i	-1.9	i	i	i
CCC(C)NC(=O)CSc1nc2c(sc3ccccc32)c(=O)n1CCCN1CCOCC1 (stereo not drawn)	i	-8.6	i	i	i	i	i	-1.6	i	i	i
COc1ccc(C(=O)Nc2ccc(Oc3ncnc4sc(-c5ccccc5)cc34)cc2)cc1OC	i	28.1	i	i	i	i	i	-7.0	i	i	i
CC(Oc1ccc([N+](=O)[O-])cc1)C(=O)NCC1CCCO1 (stereo not drawn)	i	1.9	i	i	i	i	i	-0.2	i	i	i
Cc1ccc(NC(=O)c2ccc3nccnc3c2)c(C)c1	i	-1.1	i	i	i	i	i	-7.4	i	i	i
CC(=N)C1=C(O)CC(c2ccccc2)CC1=O (stereo not drawn)	i	-5.2	i	i	i	i	i	2.8	i	i	i
CC(C)n1cc(NC(=O)c2cc(-c3ccccc3)on2)cn1	i	0.2	i	i	i	i	i	3.5	i	i	i
Cc1nc(Nc2ccccc2Cl)sc1C(=O)Nc1ccccc1	i	6.3	i	i	i	i	i	u	i	i	i
CN1CCN(C(=O)c2ccc(-n3cccc3)cc2)CC1	i	-3.8	i	i	i	i	i	-4.9	i	i	i
Cc1cc(OCCCCOc2ccc(C#N)cc2)ccc1[N+](=O)[O-]	i	-7.0	i	i	i	i	i	0.7	i	i	i
Cc1cccc(CCN=C(N)NS(=O)(=O)c2ccccc2)c1	i	-0.1	i	i	i	i	i	3.1	i	i	i
Cc1ccc(S(=O)(=O)N2CCC(C(=O)NCc3cccnc3)CC2)cc1	i	3.5	i	i	i	i	i	-3.2	i	i	i
O=C(CNCc1ccc(Cl)cc1)NCc1ccco1	i	2.4	i	i	i	i	i	-2.1	i	i	i
CCOC(=S)SCC(=O)Nc1nc(C)c(C)s1	i	-1.0	i	i	i	i	i	21.1	i	i	i
C=CCNc1nnc(SCC(=O)Nc2ccccc2OC)c2ccccc12	i	1.1	i	i	i	i	i	3.4	i	i	i
CCN1C(=O)/C(=C/N2CC(C)CC(C)C2)SC1=S (stereo not drawn)	i	2.2	i	i	i	i	i	0.9	i	i	i
O=C(Nc1ccccc1N1CCCCC1)c1ccc(-c2ccc(Cl)cc2)o1	i	7.0	i	i	i	i	i	1.0	i	i	i
CCOC(=O)c1c(C)n(-c2ccc(F)cc2)c2ccc(O)cc12	i	-5.3	i	i	i	i	i	10.0	i	i	i
CN(Cc1ccccc1)C(=O)COC(=O)CNS(=O)(=O)c1ccc2ccccc2c1	i	0.3	i	i	i	i	i	1.2	i	i	i
CC(NC(=O)c1ccccc1NC(=O)c1ccco1)C(=O)O (stereo not drawn)	i	1.4	i	i	i	i	i	4.9	i	i	i
O=C(CSc1ccc2nnc(-c3ccccn3)n2n1)Nc1ccccc1F	i	11.9	i	i	i	i	i	-6.1	i	i	i
COc1cc(NC(=O)Nc2cccc(Cl)c2)c(C(=O)O)cc1OC	i	-5.3	i	i	i	i	i	x	i	i	i
Cc1cc(N(C)C)ccc1N=Nc1ccc(N)cc1	i	1.5	i	i	i	i	i	4.4	i	i	i
COc1ccccc1OCc1ccc(C(=O)NCC(C)C)o1	i	-0.9	i	i	i	i	i	-3.4	i	i	i
Cc1ccc(-c2nc3ncccc3o2)cc1NC(=O)CC(C)C	i	5.1	i	i	i	i	i	-28.6	i	i	i
CN(Cc1ccccc1)c1nc(-c2ccc([N+](=O)[O-])cc2)nc2ccccc12	i	1.8	i	i	i	i	i	0.7	i	i	i
CC1CN(CC(=O)c2c(N)n(Cc3ccccc3)c(=O)n(C)c2=O)CC(C)O1 (stereo not drawn)	i	1.7	i	i	i	i	i	-8.1	i	i	i
CN1CCN(c2ccccc2NC(=O)c2ccc3c(c2)OCCO3)CC1	i	0.3	i	i	i	i	i	6.7	i	i	i
COc1ccccc1CCNC(=O)CCn1nc(C)c2c(C)n(-c3ccccc3)nc2c1=O	i	-1.4	i	i	i	i	i	-5.1	i	i	i
CN1/C(=C\C=N\NC(=O)c2ccc(O)cc2)C(C)(C)c2ccccc21	i	7.2	i	i	i	i	i	4.6	i	i	i
O=C(CCc1nnc(-c2ccsc2)o1)N1CCCCC1CCn1ccnc1 (stereo not drawn)	i	-5.8	i	i	i	i	i	-5.0	i	i	i
Cc1cc(NC(=O)CCS(=O)(=O)c2ccc(F)cc2)no1	i	-1.1	i	i	i	i	i	4.1	i	i	i
CCOC(=O)c1c(-c2ccsc2)csc1N	i	-4.3	i	i	8.6*	i	i	5.5	i	i	i
O=C(NCCCn1ccnc1)c1cc2ccccc2o1	i	-19.2	i	i	i	i	i	4.3	i	i	i
Nc1nonc1-n1nnc(C(=O)N/N=C/c2ccc(O)cc2)c1CN1CCCCCC1	i	0.7	i	i	i	i	i	2.5	i	-8.63*	i
O=C(O)C1C2C=CC3(CN(Cc4ccncc4)C(=O)C13)O2 (stereo not drawn)	i	-7.2	i	i	i	i	i	6.8	i	i	i
CCOC(=O)c1oc2ccc(S(=O)(=O)n3nc(-c4ccc(Cl)cc4)cc3N)cc2c1C	i	11.6	i	i	i	i	i	-0.2	i	i	i
N#C/C(=C\c1ccc(O)c([N+](=O)[O-])c1)C(=O)NCc1ccccc1	i	5.2	i	i	i	i	i	5.3	i	i	i
Cc1ccc(OCC(=O)Nc2ccc(S(=O)(=O)Nc3ccccn3)cc2)c(C)c1	i	22.7	i	i	i	i	i	9.3	i	i	i
O=C(Nc1cccc(Br)c1)C1CCCC1	i	-4.3	i	i	i	i	i	-0.3	i	i	i
COCC1CCN(C(=O)c2cc(COc3ccccc3SC)on2)C1 (stereo not drawn)	i	-2.3	i	i	i	i	i	4.4	i	i	i
COc1cc(C2(c3ccc(O)c(OC)c3)C(=O)N(C)c3ccc(Br)cc32)ccc1O	i	-5.9	i	i	i	i	5.71*	0.1	i	i	i
Cc1ccc(C2CC(c3ccc(F)cc3)Nc3nc(N)nn32)cc1 (stereo not drawn)	i	2.8	i	i	i	i	i	-11.0	i	i	i
Cc1ccc(C(=O)c2c3ccccc3[n+]([O-])n2CCC(=O)O)cc1	x	x	x	i	i	i	x	3.9	i	i	x
Cc1cc(C)cc(OCC(=O)NNC(=O)c2cc3ccccc3o2)c1	i	-11.5	i	i	i	i	i	-1.4	i	i	i
O=C(O)c1ccc(N2C(=O)CC(SC(=Nc3ccccc3)Nc3ccccc3)C2=O)cc1 (stereo not drawn)	i	13.5	i	i	i	i	i	-3.4	i	i	i
O=C(Cn1nnc(-c2ccccc2)n1)NCc1ccco1	i	-8.4	i	i	i	i	i	1.7	i	i	i
O=C(NCC(=O)N1CCCC(C(F)(F)F)C1)c1ccccc1F (stereo not drawn)	i	-2.3	i	i	i	i	i	-3.8	i	i	i
Cn1c(=O)c2cc(S(=O)(=O)NCCC(=O)Nc3ccc(Cl)cc3)ccc2n(C)c1=O	i	-19.5	i	i	i	i	i	-6.9	i	i	i
CC(c1ccon1)N(C)Cc1cn[nH]c1-c1ccc(F)cc1F (stereo not drawn)	i	4.9	i	i	i	i	i	0.5	i	i	i
O=C(CN1CCN(c2ccccc2)CC1)Nc1ccc2c(c1)CCC2	i	-12.5	i	i	i	i	i	5.4	i	i	i
O=C1COc2ccc(NC(=O)c3ccccc3C(=O)O)cc2N1	i	5.0	i	i	i	i	i	-2.4	i	i	i
Cc1cc(C)n2c(SCc3c(C)noc3C)nnc2n1	x	x	x	i	i	i	x	0.6	i	i	x
CC(C)n1cc(/C=C(\C#N)S(=O)(=O)c2ccccc2)c2ccccc21	i	10.3	i	i	i	i	i	-1.3	i	i	i
CCOc1c2ccc(C(=O)NCc3ccc4c(c3)OCO4)cc2nn1CC	i	3.1	i	i	i	i	i	-33.1	i	i	i
CCN(C(=O)COc1cc(=O)n(CC)c2ccccc12)c1cc(Cl)ccc1OC	i	-0.8	i	i	i	i	i	-2.0	i	i	i
CCCS(=O)(=O)c1c(S(=O)(=O)CCC)c2c(N)cccn2c1C(=O)c1ccc(F)cc1	i	15.9	i	i	i	i	i	8.2	i	i	i
